MmCpn inh: blocks the Methanococcus maripaludis chaperonin Mm-Cpn; purified Mm-Cpn ATPase, ADP Transcreener TR-FRET; Potency, µM (titrated, usually from 76.9 µM), without a hit: at the top dose activity, negative = inhibition, hits mostly inhibitors; actives 0.031% (n = 330,000); AID 504842; further: potency means the concentration at half of the fitted maximal effect; on the % scale 0 is the no-effect control and ±100 the full control effect; nearly all actives have a fitted effect of over 80% in size
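Inhibition of chaperonin ATP hydrolysis is measured as reduced ADP production, detected by competitive TR-FRET in which signal falls with ADP. Final enzyme 25 nM and ATP 10 uM, reacted 30 min at 37°C.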
Nrf2 activator: Nrf2 pathway activation; actives 0.31% (n = 410,000); Potency, µM (top dose mostly 46.1 µM), without a hit: at the highest dose activation, hits mostly activators; AREc32 ARE-luciferase reporter (MCF7-derived line), luminescence, 24 h; AID 624171; further: potency means the concentration at half of the fitted maximal effect; % of control where 0% means no effect; nearly all actives have a fitted effect of over 65% in size
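AREc32 cells carrying an ARE-driven firefly luciferase reporter were seeded at 1000 cells/well in OPTI-MEM with 5% FBS, then exposed to compound for 24 hr at 37 deg C. Luminescence was read with Steady-Glo after 30 min at RT.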
HepG2 tox: counter-screen for TGF-b inhibitors: cytotoxicity in HepG2 cells; actives 0.76% (n = 410,000); AID 588856; Potency, µM (series often up to 46.1 µM), without a hit: top-dose activity change, negative = cytotoxicity, usual class: cytotoxic; HepG2 CAGA-GFP viability, ATP luminescence, 18 h; further: potency means the concentration at half of the fitted maximal effect; some results filed as inactive show a strong effect at the top dose
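CellTiter-Glo luminescence gave cytotoxicity after 18 hours at 37 degrees C. The cells were HepG2 CAGA-GFP in 1% FBS DMEM, stimulated with 500 pg/mL TGF-beta after compound addition. %Activity was normalised to no-cell wells (complete cell-killing) and DMSO (no toxicity), and curves were fitted and classified.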
TGFb inhibitor: blocks TGF-b signaling; HepG2 CAGA-GFP TGF-b/SMAD3 reporter, GFP fluorescence, 18 h; TGF-beta stimulated, 500 pg/mL final; AID 588855; actives 1.2% (n = 410,000); Potency, µM (top dose mostly 46.1 µM), without a hit: at the top dose activity, negative = inhibition, usual class: inhibitors; further: potency means the concentration at half of the fitted maximal effect; on the % scale 0 is the no-effect control and ±100 the full control effect; nearly all actives have a fitted effect of over 65% in size
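Smad-responsive CAGA-GFP expression was quantified in HEPG2 cells exposed to compounds and 500 pg/mL final TGF-beta for 18 h at 37 degrees C; unstimulated wells defined full inhibition.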
Abeta yeast res: restores growth of yeast expressing A-beta42 peptide. Potency, µM (highest dose often 46.1 µM), for the others: top-dose growth rescue, most hits filed as activators. actives 0.063% (n = 410,000). yeast expressing A-beta42, growth rescue, OD600, 48 h; response scale: 0% DMSO, 100% iron-clioquinol control; further: potency means the concentration at half of the fitted maximal effect; nearly all actives have a fitted effect of over 55% in size
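Yeast A-beta toxicity model in growth medium with pinned compounds, 48 h at 30 C; growth read as absorbance at 600 nm. Normalized to FeCl3/clioquinol equimolar mix (positive) and DMSO (negative).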
A549 viability: kills or reduces viability of A549 cells in Nrf2 counter-screen; A549 ARE-Fluc cells, CellTiter-Fluor viability, 18-24 h; Potency, µM (titrated, usually from 46 µM), inactives show top-dose activity change, negative = cytotoxicity, hits mostly inhibitors; actives 0.16% (n = 390,000); AID 504648; further: potency means the concentration at half of the fitted maximal effect; on the % scale 0 is the no-effect control and ±100 the full control effect
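Cytotoxicity counterscreen: CellTiter-Fluor fluorescence was measured in A549 ARE_Fluc cells after 18-24 h of compound exposure in a concentration series. The subsequent BugLite luminescent read reports ARE-luciferase activity.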
pAkt inh: Akt phosphorylation inhibition | Neuro2A IGF-stimulated pAkt S473 HTRF, 20 min; stronger effect = lower value | activity change, % for hits at 50 µM | actives 0.32% (n = 360,000); in the data active means activity change below about -80%; inconclusive means mostly about -51% to -80%; further: on the % scale 0 is the no-effect control and ±100 the full control effect
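Single-point screen (50 µM final compound) in Neuro2A cells stimulated 20 min with 6 nM IGF at 37 deg C. After lysis, Ser473-phosphorylated Akt read by HTRF (ex 330 nm, em 615/665 nm) as the 665/615 ratio.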
Nrf2 inh: Nrf2 pathway inhibition. A549 ARE-Fluc reporter, luciferase luminescence, 18-24 h. Potency, µM (highest dose often 46 µM), without a hit: at the highest dose activity change, negative = inhibition, most hits filed as inhibitors. AID 504444. actives 2.1% (n = 360,000); further: potency means the concentration at half of the fitted maximal effect; on the % scale 0 is the no-effect control and ±100 the full control effect; nearly all actives have a fitted effect of over 60% in size
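Cells were seeded and rested 2 h, then exposed to compounds for 18-24 h. CellTiter-Fluor was read first as a viability measure. BugLite was added 15 min before the final luminescent read of ARE-luciferase activity in A549 cells.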
CCT chaperon mod: changes cytosolic chaperonin activity; actives 0.3% (n = 360,000); activity change, % (no concentration beside the values), hits read low; AID 651819; purified chaperonin ATPase assay, HTRF ADP detection, 30 min; in the data active means activity change below about -30%; further: on the % scale 0 is the no-effect control and ±100 the full control effect
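We incubate TRiC, 40 or 20 nM final, with library compounds at 76 uM and 10 uM ATP for 30 min at 37 °C. ADP formed is detected with Transcreener HTRF reagents after 30 min at room temperature.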
Numbers without * were called inactive; i = inactive; ? = inconclusive; nt = no result given; [ ] = remark or other dose. Unless noted, the call rests on the fitted dose curve; in most records, active means well fitted curve in the direction sought with a large enough effect; inconclusive means small, poorly fitted or top-dose-only effect, or another doubt; inactive means no such curve, though single readings can be large; an effect the other way counts as inactive or inconclusive.

Fields: MmCpn inh | Nrf2 activator | HepG2 tox | TGFb inhibitor | Abeta yeast res | A549 viability | pAkt inh | Nrf2 inh | CCT chaperon mod
CCCCCCCCCC(=O)Nn1cnc2ccccc2c1=O
  -0.1% | -0.3% | 2.5% | -6.4% | -5.5% | 18.3% | i | 4.9% | -0.9
COCCNC(=O)CSc1ccccc1C(=O)NCC1CCCCC1
  4.2% | -0.2% | 3.3% | -5.3% | 9.1% | 2.7% | i | -9.9% | 2.2
Cc1cc(C)n(-c2nc3ccccc3c(=O)n2OCC(=O)Nc2c(C)cccc2C)n1
  0.1% | 1.0% | -3.6% | 0.0% | 17.5% | 1.0% | i | nt | 3.7
COc1ccccc1N1CCN(C(=O)Cn2nnc(-c3cccs3)n2)CC1
  ? | 0.1% | 1.1% | -18.7% | -11.4% | -0.4% | i | 2.3% | 0.9
CC1=NN(C(=O)Cn2nc([N+](=O)[O-])cc2C)C(O)(C(F)(F)F)C1 (stereo not given)
  0.4% | 2.9% | -23.6% | -4.5% | -5.5% | 2.9% | i | 2.4% | -3.1
CCCS(=O)(=O)NC(=O)C1(C)CCCN(C(=O)COCc2ccccc2)C1 (stereo not given)
  nt | -0.4%[9.22 µM] | 9.6% | 14.0% | 16.9% | nt | i | nt | -2.6
Cc1c(NC(=O)CSCc2ccccc2)cccc1C(=O)O
  2.3% | -0.8% | -1.5% | 5.1% | -4.5% | 0.0% | i | -19.5% | -0.9
Cc1c(Cl)cccc1N1C(=O)CC(N(O)c2ccccc2)C1=O (stereo not given)
  -0.2% | 6.3% | -3.8% | -6.0% | 19.1% | -6.0% | i | 1.3% | 0.7
CCOc1ccccc1CNC(=O)CCNS(=O)(=O)c1ccc2[nH]c(=O)oc2c1
  0.7% | -0.2% | 12.0% | 13.0% | -8.4% | 2.5% | i | -17.1% | 0.3
COc1ccc(C(=O)Nc2cccc(N(C)S(C)(=O)=O)c2)cc1OC
  -0.5% | 3.0% | -9.7% | -9.7% | -2.4% | -1.4% | i | ? | -0.1
Cc1ccc(OCC(=O)OCc2cc(=O)n3nc(C4CCCCC4)sc3n2)cc1C
  nt | -0.6% | -10.0% | ? | -9.8% | -0.8% | nt | ? | nt
COc1ccc(/C=C/c2nnc(NC(=O)C(C)C)s2)cc1
  -3.0% | 2.8% | -3.0% | 3.6% | 14.1% | -8.0% | i | -16.1% | -1.7
Cc1ccc2cc(CNC[C@H]3O[C@@H](n4cc(C)c(=O)[nH]c4=O)C[C@@H]3O)c(N3CCOCC3)nc2c1
  nt | -1.1% | -0.4% | 8.9% | -19.4% | nt | i | nt | -3.7
O=C(c1ccco1)N1N=C(c2ccc(Cl)cc2)CC1(O)C(F)(F)F (stereo not given)
  -11.0% | 4.2% | -15.7% | -10.5% | -10.8% | -3.2% | i | -1.2% | -1.7
CCOC(=O)C1CCN(C(=O)c2cccs2)CC1
  2.0% | -0.7% | -3.9% | 21.2% | 1.4% | 12.2% | i | 14.8% | 0.4
CCN(CC(=O)NCc1ccncc1)S(=O)(=O)c1ccc(OC)cc1
  0.2% | -2.5% | -3.3% | -1.9% | 0.3% | -0.7% | i | -2.4% | -2.0
O=C(c1cc(COc2ccc(F)cc2Cl)on1)N1CCSCC1
  0.5% | 2.7% | -3.8% | -5.3% | 5.4% | 3.3% | i | ? | 0.8
CC(=O)NC(CC(=O)OCC(=O)N1CCN(S(=O)(=O)c2ccc(Cl)cc2)CC1)c1ccccc1 (stereo not given)
  -0.5% | -0.2% | 7.2% | 0.0% | 15.8% | -0.3% | i | -15.2% | -3.4
CCOC(=O)Cc1nnc(Nc2cccc(O)c2)c2ccccc12
  2.1% | 1.8% | 10.1% | -30.3% | 11.1% | -1.0% | i | -20.0% | -3.8
CC1CCN(CCCNC(=O)c2cn(C)c3ccc(S(=O)(=O)N(C)C4CCCCC4)cc3c2=O)CC1
  nt | 0.1% | 7.3% | 1.1% | -2.1% | 13.0% | nt | 25.5% | nt
Cc1cccc(NC(=O)C2CCCN2S(=O)(=O)c2cccc3nsnc23)c1C (stereo not given)
  nt | 3.8% | 9.8% | ? | -2.5% | 0.7% | nt | 0.9% | nt
C=Cc1ccc(CN2C(=O)N(c3cccc(Cl)c3)S(=O)(=O)c3ccccc32)cc1
  nt | -0.1% | -21.9% | -20.2% | 4.5% | 2.5% | nt | nt | nt
Cn1c(SCC(=O)N2CCOCC2)nc2cccnc21
  -5.8% | -0.7% | -14.7% | 0.6% | 2.7% | -4.6% | i | 11.2% | 0.0
Cc1ccc2oc(C(=O)NC3CCS(=O)(=O)C3)cc(=O)c2c1 (stereo not given)
  2.5% | -0.1% | 9.5% | 24.2% | -12.7% | 4.5% | i | ? | 1.7
CCOc1cc(/C=N/N=C2/NC(=O)C(CC(=O)O)S2)ccc1OCc1ccc(Cl)cc1 (stereo not given)
  0.3% | 2.0% | -2.0% | ? | -1.9% | 15.1% | i | -21.4% | -0.3
NC(=O)c1ccc(NC(=O)CSc2nnc(-c3ccc4c(c3)OCO4)o2)cc1
  -3.0% | -1.3% | 5.1% | -2.4% | 7.0% | -0.9% | i | 14.2% | -0.2
Cc1ccc(C)c(N2CCN(Cc3csc(C)c3C)CC2)c1
  nt | 0.0% | -41.1% | ? | 15.3% | -0.5% | nt | -12.1% | nt
O=C(c1ccc(-n2cncn2)c([N+](=O)[O-])c1)N1CCN(S(=O)(=O)c2ccc(Br)cc2)CC1
  -3.0% | -0.4% | -2.5% | ? | 5.7% | 0.1% | i | -30.1% | -0.7
Cc1nc2nc(COc3ccccc3)[nH]n2c(=O)c1Cc1ccccc1
  1.9% | 0.2% | -15.2% | 1.8% | -2.2% | -13.2% | i | -18.7% | 1.8
COc1ccc(-c2nc(CN(Cc3cnn(C)c3)C(C)C)c(C)o2)c(OC)c1
  2.5% | -0.6% | -0.5% | -2.2% | 5.0% | 0.4% | i | 1.2% | 1.2

Carrying on.
Fields: MmCpn inh | Nrf2 activator | HepG2 tox | TGFb inhibitor | Abeta yeast res | A549 viability | pAkt inh | Nrf2 inh | CCT chaperon mod
CCOC(=O)C(CC)/C(C)=N\NC(=O)c1ccccc1O (stereo not given)
  -0.4% | 0.3% | -44.7% | -22.0% | -22.9% | -12.0% | i | ? | -6.3
Cc1cccc2nc(CSc3ccccc3N)cn12
  nt | 4.0% | 12.9% | 9.0% | -10.5% | -1.6% | i | ? | -2.0
COc1cccc(NC(=O)COc2coc(CN3CCc4ccccc4C3)cc2=O)c1
  -2.1% | -0.4% | 4.3% | 5.8% | 0.7% | 7.0% | i | 0.3% | -0.1
CC1(C)Cc2c(cnn2-c2cccc(F)c2)C(NC(=O)c2ccc[n+]([O-])c2)C1 (stereo not given)
  -1.3% | -0.7% | -8.7% | -11.3% | 1.1% | -1.7% | i | 13.7% | -1.4
Cc1ccc(NC(=O)C2CCN(C(=O)c3ccco3)CC2)cc1C
  0.5% | 1.3% | -9.7% | 1.6% | -26.6% | 1.0% | i | 4.4% | -2.9
Nc1ccc2c(c1)Cc1cc([N+](=O)[O-])ccc1-2
  -1.2% | 5.7% | -1.1% | -22.0% | 11.2% | -4.9% | i | 6.5% | -2.9
COc1cc(/C=C/C(=O)OCC(=O)N2c3ccccc3CC2C)cc(OC)c1OC (stereo not given)
  0.7% | 3.2% | -15.8% | 27.0% | 23.0% | -1.7% | i | -5.9% | -1.2
COCCSc1nnc(NS(=O)(=O)c2ccccc2)s1
  -0.4% | -0.2% | -11.8% | -17.5% | 7.0% | 3.3% | i | -1.9% | 1.0
CSc1ccc(Cl)c(C(=O)OCC(=O)N(C)CCC#N)c1
  0.3% | 0.3% | -24.2% | -12.3% | 8.5% | 1.1% | i | -13.2% | -0.4
Cc1cccc(-n2nnnc2SCC(=O)NCC2(N3CCOCC3)CCCCC2)c1C
  1.1% | 0.1% | -21.6% | -22.3% | 4.6% | -2.0% | i | -15.3% | 3.2
Nc1c(C(=O)Nc2ccccc2Cl)nnn1-c1ccc2c(c1)OCCO2
  0.9% | 2.3% | -6.2% | -31.5% | 1.5% | -7.4% | i | -1.3% | -1.8
CC12CCC(c3c(C(=O)O)nn(-c4ccc(F)cc4)c31)C2(C)C (stereo not given)
  0.0% | -0.5% | -16.6% | -22.0% | 1.9% | -13.2% | i | 0.1% | -0.7

3 structures from above, ordered by length of the SMILES, high to low:
Fields: MmCpn inh | Nrf2 activator | HepG2 tox | TGFb inhibitor | Abeta yeast res | A549 viability | pAkt inh | Nrf2 inh | CCT chaperon mod
Cc1cccc(-n2nnnc2SCC(=O)NCC2(N3CCOCC3)CCCCC2)c1C
  1.1% | 0.1% | -21.6% | -22.3% | 4.6% | -2.0% | i | -15.3% | 3.2
Nc1c(C(=O)Nc2ccccc2Cl)nnn1-c1ccc2c(c1)OCCO2
  0.9% | 2.3% | -6.2% | -31.5% | 1.5% | -7.4% | i | -1.3% | -1.8
Cc1cccc2nc(CSc3ccccc3N)cn12
  nt | 4.0% | 12.9% | 9.0% | -10.5% | -1.6% | i | ? | -2.0

Profiles as entered above. Screens in order: MmCpn inh	Nrf2 activator	HepG2 tox	TGFb inhibitor	Abeta yeast res	A549 viability	pAkt inh	Nrf2 inh	CCT chaperon mod
COc1cc(/C=C/C(=O)OCC(=O)N2c3ccccc3CC2C)cc(OC)c1OC (stereo not given) is entered as 0.7%	3.2%	-15.8%	27.0%	23.0%	-1.7%	i	-5.9%	-1.2
CCOC(=O)C(CC)/C(C)=N\NC(=O)c1ccccc1O (stereo not given) is entered as -0.4%	0.3%	-44.7%	-22.0%	-22.9%	-12.0%	i	?	-6.3

Source: PubChem BioAssay (National Center for Advancing Translational Sciences (NCATS))
